# GALK inh: blocks human galactokinase activity | Purified GALK, Kinase-Glo residual ATP luminescence | actives 0.007% (n = 270,000) | Potency, µM (doses to about 57.5 µM), inactives show top-dose activity change, negative = inhibition, usual class: inhibitors | P51570; further: potency means the concentration at half of the fitted maximal effect; on the % scale 0 is the no-effect control and ±100 the full control effect
# Target sequence (P51570 whole entry, looked up): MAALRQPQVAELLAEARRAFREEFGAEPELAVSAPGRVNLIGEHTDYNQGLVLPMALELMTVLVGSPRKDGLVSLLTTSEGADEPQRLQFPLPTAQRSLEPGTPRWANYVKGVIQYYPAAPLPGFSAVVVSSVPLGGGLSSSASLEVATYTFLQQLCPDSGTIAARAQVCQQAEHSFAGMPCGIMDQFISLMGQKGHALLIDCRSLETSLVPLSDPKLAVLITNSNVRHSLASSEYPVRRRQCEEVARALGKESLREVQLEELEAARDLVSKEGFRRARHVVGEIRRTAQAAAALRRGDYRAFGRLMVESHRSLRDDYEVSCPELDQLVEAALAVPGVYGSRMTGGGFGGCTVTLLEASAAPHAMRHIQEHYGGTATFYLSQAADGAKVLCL
#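 ATP-depletion format; final 35 uM ATP, 100 uM D-galactose, 5 nM enzyme; pH 8.0 HEPES/Mg2+ buffer; 60 min RT; luminescence read 10 min after detection reagent.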
# ASM inhibitor: blocks human secretory acid sphingomyelinase; placental ASM, HMU-PC fluorogenic substrate, 60 min; actives 0.006% (n = 340,000); Potency, µM (doses to about 57.5 µM), for inactives: at the top dose activity change, negative = inhibition, usual class: inhibitors; P17405; further: potency means the concentration at half of the fitted maximal effect
# Target sequence (P17405 47-631 limits assumed): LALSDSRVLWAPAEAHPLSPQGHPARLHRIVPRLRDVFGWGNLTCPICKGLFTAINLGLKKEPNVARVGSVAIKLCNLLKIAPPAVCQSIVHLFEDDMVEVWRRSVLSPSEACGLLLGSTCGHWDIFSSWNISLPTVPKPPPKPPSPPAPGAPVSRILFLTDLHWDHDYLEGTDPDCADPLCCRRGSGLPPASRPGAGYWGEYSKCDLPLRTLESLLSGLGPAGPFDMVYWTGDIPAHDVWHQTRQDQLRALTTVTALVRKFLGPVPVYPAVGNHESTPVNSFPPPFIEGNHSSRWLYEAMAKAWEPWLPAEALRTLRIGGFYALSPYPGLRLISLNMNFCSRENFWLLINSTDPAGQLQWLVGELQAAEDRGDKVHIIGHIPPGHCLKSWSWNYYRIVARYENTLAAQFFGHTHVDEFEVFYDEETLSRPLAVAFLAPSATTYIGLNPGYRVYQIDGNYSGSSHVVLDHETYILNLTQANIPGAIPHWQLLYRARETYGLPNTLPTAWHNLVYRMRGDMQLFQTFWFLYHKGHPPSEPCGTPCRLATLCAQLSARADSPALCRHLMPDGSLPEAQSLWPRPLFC
#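 Human placenta-derived ASM preincubated with compound 10 min at room temperature, then reacted with 9 uM (final) fluorogenic HMU-PC substrate for 60 min at 37 C. Stop solution raises pH to 10; fluorescence read at Ex 386/Em 447 nm.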
# KCNH2 WT inh: KCNH2 (human, wildtype) channel inhibition; U2OS, BacMam KCNH2, thallium flux FluxOr; hits give low values; AID 720551; Q12809; actives 0.37% (n = 340,000); activity change, % at 1.84 µM;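 active means maximum activity change below -70%; inconclusive means maximum activity change between -70% and -50%; inactive means maximum activity change above -50%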; further: on the % scale 0 is the no-effect control and ±100 the full control effect
#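 U2OS cells transduced with wild-type KCNH2 virus are loaded with FluxOr dye for 45 min, and thallium flux is measured in kinetic reads before and after stimulation buffer. Rate constants are normalized to DMSO controls.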
# KCNH2 3.1 inh: inhibitors of human KCNH2 3.1 potassium channel isoform; activity change, % (tested at about 1.8 µM); actives 0.95% (n = 340,000); U2OS KCNH2 3.1, thallium flux FluxOr; hits give low values;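 active means maximum activity change below -70%; inconclusive means maximum activity change from -70% to -50%; inactive means maximum activity change above -50%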;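 further: thallium influx rate constant from kinetic fluorescence after stimulation buffer; on the % scale 0 is the no-effect control and ±100 the full control effect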
#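 FluxOr-based Tl+ influx in U2OS cells transduced with KCNH2 3.1 virus; rate constants normalized to DMSO controls.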
# TRPV1 ag: human TRPV1 agonism; Q8NER1; TRPV1-expressing cells, Fluo-8 calcium influx, agonist mode; activation, % at 8.33 µM; AID 540275; actives 0.19% (n = 320,000); in the data active means activation above about 80%; inconclusive means between about 30% and that limit; further: 0% is about no effect
#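 TRPV1-expressing cells were cultured overnight at 35.5C and loaded with Fluo-8 calcium dye for 40 to 90 min at room temperature. After a 10 s baseline, compound was added and calcium influx was read kinetically for 3 min (ex 480/em 520 nm).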
# MBNL1 CUG block: MBNL1-poly(CUG) RNA binding inhibition. Q9NR56. TR-FRET MBNL1-His/biotin-(CUG)12 binding, 665/545 ratio. Potency, µM (highest dose often 57.5 µM), for the others: at the highest dose activity change, negative = inhibition, actives largely listed as inhibitors. actives 0.036% (n = 280,000); active means well fitted inhibition curve with a large enough effect in the signal ratio, with a control signal flat, not every such curve was filed as active; inconclusive means small, poorly fitted or top-dose-only effect, or effect the other way, or a change in a side signal; inactive means no such curve, though single readings can be large or run the other way; the % refers to the signal ratio; further: potency means the concentration at half of the fitted maximal effect; on the % scale 0 is the no-effect control and ±100 the full control effect
#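 His-tagged MBNL1 binding to biotinylated (CUG)12 RNA was measured by TR-FRET using terbium anti-His antibody (0.055 ng/ul final) and streptavidin-XL665 (5 nM final). Compounds were titrated 92 nM to 58 uM; 60 min at room temperature.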
# AT treatment: potential ataxia-telangiectasia treatments restoring KAP-1 phosphorylation | actives 0.19% (n = 320,000) | […] A-T fibroblasts, KAP-1 phosphorylation AlphaLISA; neocarzinostatin DNA damage 30 min before lysis | Potency, µM (highest dose often 57.5 µM), for inactives: top-dose activation, hits mostly activators | AID 485349; further: potency means the concentration at half of the fitted maximal effect; % of control where 0% means no effect; nearly all actives have a fitted effect of over 45% in size
#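 ATM-like activity read as KAP-1 phosphorylation via AlphaLISA donor/acceptor antibody pairs after lysis and 6 hr at 25C. Cells were ATM-null patient fibroblasts ([…], hTERT), dosed 60 min, then exposed to the DSB inducer NCS for 30 min.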
# FBPA coupling cs: coupling enzyme interference in Giardia aldolase counter-screen; actives 0.67% (n = 290,000); coupling enzyme system counterscreen, AmpLite Red fluorescence; AID 2472; activity change, negative = inhibition, % at 58.2 µM, hits read low; in the data active means activity change below about -30%; further: on the % scale 0 is the no-effect control and ±100 the full control effect
#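 Compounds tested against the coupling enzymes alone at 57.5 uM final; readout was AmpLite Red fluorescence (525/598 nm) after 20 min at RT.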
# MLL CXXC-DNA inh: MLL CXXC-DNA interaction inhibition; Q03164; MLL-CXXC / FITC-HOXA9 DNA fluorescence polarization; Potency, µM (doses to about 115 µM), for the others: top-dose activity change, negative = inhibition, hits mostly inhibitors; actives 0.037% (n = 290,000); active means well fitted inhibition curve with a large enough effect in the polarisation, with a control signal flat, not every such curve was filed as active; inconclusive means small, poorly fitted or top-dose-only effect, or effect the other way, or a change in a side signal; inactive means no such curve, though single readings can be large or run the other way; the % refers to the polarisation; further: potency means the concentration at half of the fitted maximal effect
#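 Steps: dispense CXXC domain solution (7 uM) → pin compounds or unlabeled HOX-A9 DNA control → 5 min ambient → add FLSN-HOX-A9 solution (50 nM) → spin → 30 min ambient → fluorescence polarization. Tris pH 7.5/NaCl/DTT/BSA buffer.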
# a7 integrin act: integrin-mediated muscular dystrophy alleviation activation. alpha7betagal myoblasts, beta-gal FDG fluorescence, 48 h. Potency, µM (titrated, usually from 38.3 µM), inactives show top-dose activation, actives largely listed as activators. actives 0.064% (n = 350,000). AID 624291;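 further: potency means the concentration at half of the fitted maximal effect; 100% = response of the positive control SU9516; nearly all actives have a fitted effect of over 60% in size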
#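 Alpha7betagal+/- myoblasts (passage 13) were plated 16-24 hr, then exposed to compounds (1:260 dilution of DMSO stock) for 48 hours at 37C. After MPER lysis, β-galactosidase reporter activity was read as FDG fluorescence (ex 480/em 540) after 30 minutes.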
# * = called active by the depositor; u = inconclusive; x = not tested or not shown; [ ] = dose if it differs, or a comment. Unless noted, the call rests on the fitted dose curve; in most records, active means well fitted curve in the direction sought with a large enough effect; inconclusive means small, poorly fitted or top-dose-only effect, or another doubt; inactive means no such curve, though single readings can be large; an effect the other way counts as inactive or inconclusive.
smiles,GALK inh,ASM inhibitor,KCNH2 WT inh,KCNH2 3.1 inh,TRPV1 ag,MBNL1 CUG block,AT treatment,FBPA coupling cs,MLL CXXC-DNA inh,a7 integrin act
CCOC(=O)c1sc(=S)n(-c2cccc(OC)c2)c1N,1%,0%,-2,3,9,u,9%,0,0%,-6%
S=C(NCCc1ccccc1)N/N=C/c1c(Cl)cccc1Cl,1%,-9%,8,-16,-2,-4%,20%,0,6%,-19%
Cc1ccccc1Cn1ccc(NC(=O)CCSc2nc(-c3ccco3)cc(C(F)(F)F)n2)n1,-3%,-7%,7,-10,1,6%,1%,2,1%,0%
CN(C)/C(=N\O)c1c(Cl)cccc1Cl,-2%,5%,-2,16,-3,x,-7%,2,1%,u
COc1ccc(/C=N/NC(=S)SC)cc1OC,-2%,-1%,-9,12,1,4%,8%,-1,-2%,-40%
O=S(=O)(NC(=S)NC1CCCCC1)c1cccs1,0%,0%,-12,-5,-1,-2%,3%,2,-7%,8%
CC(NC(=O)c1ccc(C(C)(C)C)cc1)C(=O)O (stereo not given),1%,5%,-22,-8,-2,-18%,x,2,4%,13%
COc1ccc(OC)c(S(=O)(=O)Nc2ccccc2C)c1,-1%,1%,28,-1,2,-6%,-2%,0,11%,-9%
CN1C(=O)C(C)(C)c2cc(S(=O)(=O)NCCc3ccc(Cl)cc3)ccc21,x,1%,1,11,8,5%,2%,1,x,11%
CCCCCCCCCC(=O)N[C@@H]1c2cc(OC)c(OC)cc2C[C@H]1O,x,-9%,-10,0,x,x,6%,x,x,2%
O=C(Cc1ccc(Cl)cc1)Nc1cccc(S(=O)(=O)Nc2ccccc2F)c1,1%,-9%,17,u,-1,x,-1%,-1,6%,22%
COCCNC(=S)N/N=C1\CC(C)CC(C)(C)C1 (stereo not given),11%,8%,3,1,18,1%,-20%,0,9%,8%
COc1ccccc1C(=O)N/C(=C\c1cn(S(=O)(=O)N(C)C)c2ccccc12)C(=O)NCCCN1CCOCC1,-1%,0%,11,10,19,12%,2%,0,0%,2%
COCCN(C(=O)CCc1ccc(OC)cc1)c1nnc(-c2ccncc2)s1,9%,-7%,-23,3,0,-9%,-2%[11.5 µM],2,16%,19%
CCOC(=O)c1nn(-c2ccc(Cl)cc2)cc1O,3%,9%,0,2,0,-3%,-4%,0,-6%,-11%
CCC(=O)N1CCc2cc(S(=O)(=O)NCCC(=O)NC3CCCCCC3)ccc21,-4%,-2%,2,17,-3,6%,6%,1,-4%,0%
COC(=O)c1cc(=O)n(Cc2ccco2)c(=Nc2ccc(F)c(Cl)c2)s1,0%,-14%,11,-21,2,-3%,-2%,-3,5%,-61%[inhibitor]
COC(=O)c1cccc(/C=N/NC(N)=S)c1O,-1%,x,-4,6,2,x,0%,-1,3%,27%
COc1cc(-c2c(C#N)c(N)nc3[nH]c(=S)[nH]c(=O)c23)ccc1O,3%,-4%,2,1,-3,2%,0%,2,-1%,3%
COCc1cc(C)nc(OCC(=O)N/N=C/c2ccc(OC)c(OC)c2)c1C#N,2%,0%,2,0,0,13%,-7%,5,-10%,17%
CN(C)CCN(C(=O)C1CCN(S(=O)(=O)c2cccs2)CC1)c1nc2c(F)cccc2s1,x,-3%,3,7,4,x,3%,x,x,9%
N[C@@H](Cc1ccccc1)c1nnc(SC/C=C/c2ccccc2)o1,x,-3%,2,6,2,-9%,-6%,-6,-1%,-14%
CC(=O)CCc1oc2ccc(NC(C)=O)cc2c1-c1ccc(C)o1,1%,0%,1,6,u,-1%,-2%,-2,0%,0%
Cc1ccc(NC(=O)C2CCN(S(=O)(=O)c3c(C)noc3/C=C/N(C)C)CC2)cc1,5%,0%,2,22,10,-4%,19%,x,7%,23%
CSc1sc(C)cc1C=O,0%,0%,-2,20,3,2%,12%,1,6%,2%

# Part of the list above in order of molecular weight, smallest number first.
smiles,GALK inh,ASM inhibitor,KCNH2 WT inh,KCNH2 3.1 inh,TRPV1 ag,MBNL1 CUG block,AT treatment,FBPA coupling cs,MLL CXXC-DNA inh,a7 integrin act
CCOC(=O)c1nn(-c2ccc(Cl)cc2)cc1O,3%,9%,0,2,0,-3%,-4%,0,-6%,-11%
CCCCCCCCCC(=O)N[C@@H]1c2cc(OC)c(OC)cc2C[C@H]1O,x,-9%,-10,0,x,x,6%,x,x,2%
Cc1ccc(NC(=O)C2CCN(S(=O)(=O)c3c(C)noc3/C=C/N(C)C)CC2)cc1,5%,0%,2,22,10,-4%,19%,x,7%,23%

# New compounds follow
smiles,GALK inh,ASM inhibitor,KCNH2 WT inh,KCNH2 3.1 inh,TRPV1 ag,MBNL1 CUG block,AT treatment,FBPA coupling cs,MLL CXXC-DNA inh,a7 integrin act
CCOc1ccc(CCNS(=O)(=O)c2ccc3c(c2)N(C(C)=O)CCO3)cc1OCC,0%,0%,4,-5,0,-3%,3%,-2,12%,-15%
CCOc1ccc(S(=O)(=O)Nc2nc3ccccc3nc2-n2ccc(=NC(=O)c3ccccc3C)cc2)cc1,4%,2%,5,14,6,u,-1%,5,u,-13%
Cc1ccc(S(=O)(=O)N(Cc2ccccc2)c2ccccc2C(=O)Nc2ccccc2C(=O)NCc2ccco2)cc1,x,0%,-7,-7,5,6%,-8%,-3,u,2%
Cc1ccccc1Cn1c(=N)n(CC(=O)c2ccco2)c2ccccc21,4%,-2%,14,-5,5,-4%,6%,0,14%,-58%[inhibitor]
O=C(CCc1ccccc1)Nc1ccnn1C1CCN(Cc2ccc(OCCO)cc2)CC1,-6%,16%,-18,-97*,-1,-1%,-13%,x,-9%,u
COC(=O)C1=C(C)Nc2nc3ccccc3n2C1c1cc(OC)c(OC)c(OC)c1 (stereo not given),5%,8%,-2,1,11,-4%,-3%,0,-1%,25%
COc1ccccc1CCC(=O)NC1CCCN(c2ccc(C(F)(F)F)cn2)C1 (stereo not given),5%,-2%,-12,3,15,2%,2%,x,17%,-20%
CCC(=O)Nc1ccc(/C(C)=N/NC(=O)c2c(-c3ccccc3Cl)noc2C)cc1,2%,3%,19,-11,-5,-2%,4%,3,-3%,18%
Cc1ccc(S(=O)(=O)/C(C#N)=C/c2c(N3CCC(C(N)=O)CC3)nc3c(C)cccn3c2=O)cc1,-2%,-6%,20,-3,-2,u,0%,0,23%,-14%
CCN(C(=O)Nc1ccccc1OC)c1c(N)n(Cc2ccccc2)c(=O)[nH]c1=O,-1%,6%,-1,-1,0,1%,0%,1,-7%,16%
O=C(Oc1ccc2c(c1)CCC2)N1CCOCC1,-3%,3%,-2,9,-3,-1%,0%,2,6%,-13%
O=C(/C=C/c1ccc(Cl)cc1Cl)N(Cc1ccc(Cl)cc1)C1CCS(=O)(=O)C1 (stereo not given),-3%,-14%,-10,-7,-4,x,0%,0,-15%,12%
CC(OC(=O)C1CC2CCCC(C1)C2=O)C(=O)Nc1cccc([N+](=O)[O-])c1 (stereo not given),x,-5%,4,9,x,x,21%,x,x,10%
CC(C)OC(=O)/C(=C\c1cccc2ccccc12)NC(=O)c1ccccc1,1%,-10%,-9,-5,27,4%,6%,-1,-2%,-49%[inhibitor]
COc1cc(NC(=O)C2CCN(S(=O)(=O)c3cccnc3)CC2)cc(OC)c1OC,1%,3%,-15,-21,-1,-4%,x,-3,1%,-1%
S=C1NC2(CCCC2)N=C1c1ccccc1,-1%,-2%,-23,-3,10,23%,0%,0,-5%,-6%
COC(=O)C1C2C=CC3(CN(c4cccc(Cl)c4)C(=O)C13)O2 (stereo not given),2%,1%,-1,-2,x,2%,6%,5,1%,24%
COc1cc(-c2cc(C(=O)Nc3ccncc3)c3ccccc3n2)cc(OC)c1OC,x,2%,-11,3,23,x,4%,x,x,-7%
CCCOc1ccc2c(=O)c(N3C(=O)c4ccccc4C3=O)c(C)oc2c1,-1%,11%,-3,-19,-5,-6%,1%,2,13%,7%[7.66 µM]
CC(C)(C)OC(=O)N1CCC(NC(=O)c2[nH]cnc2C(=O)Nc2ccccc2)CC1,x,-20%,11,-2,5,x,-5%,x,x,23%
CCN(CC)S(=O)(=O)c1cc(NC(=O)CCCOc2ccc(C(C)=O)cc2)ccc1C,-2%,-10%,25,14,u,-5%,1%,3,-2%,-1%
O=C(NC1CC1)C(Cc1ccccc1)NS(=O)(=O)c1ccccc1F (stereo not given),2%,3%,3,4,-2,2%,1%,1,3%,3%
CCOc1ccccc1N1CCN(Cc2c(C)n(C)n(-c3ccccc3)c2=O)CC1,-1%,4%,11,7,2,-12%,-2%,2,-1%,-3%
O=C(CCN1C(=O)c2ccccc2C1=O)N1CCOCC1,-2%,-2%,10,7,-4,-4%,2%,-2,2%,-17%
CCOc1cc2c(C#N)c(N(CC)CC)nc(N)c2c(N)n1,x,103%[activator],5,28,x,x,x,x,x,15%
O=C(CSc1ccccc1C(=O)N1CCCCC1)NCC1CCCCC1,-4%,3%,13,9,15,-2%,-3%,-2,u,42%
C=C(C)c1cccc(C(C)(C)NC(=O)Nc2ncccn2)c1,0%,1%,-8,-6,-1,5%,4%,-2,-6%,27%
Cc1ccc(NC(=O)CNS(=O)(=O)c2ccc(F)cc2)cc1C,0%,-5%,x,-14,30,u,3%,0,8%,-3%
